Bioassay records as filed in PubChem.
OX1R antag-1: blocks the human orexin 1 receptor; O43613; CHO/OX1R cells, Fluo-8 calcium fluorescence, orexin A; inhibition, % at 5 µM; 0.43% of 330,000 active; AID 434989;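 active = inhibition above its plate's threshold, mean inhibition of all tested compounds on the plate plus 3 SD, cut at about 37% in these data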;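 note: 0% = orexin A challenge wells and 100% = SB-334867-A antagonist wells; not every result past the cut was called active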
Target sequence (O43613 whole entry, looked up): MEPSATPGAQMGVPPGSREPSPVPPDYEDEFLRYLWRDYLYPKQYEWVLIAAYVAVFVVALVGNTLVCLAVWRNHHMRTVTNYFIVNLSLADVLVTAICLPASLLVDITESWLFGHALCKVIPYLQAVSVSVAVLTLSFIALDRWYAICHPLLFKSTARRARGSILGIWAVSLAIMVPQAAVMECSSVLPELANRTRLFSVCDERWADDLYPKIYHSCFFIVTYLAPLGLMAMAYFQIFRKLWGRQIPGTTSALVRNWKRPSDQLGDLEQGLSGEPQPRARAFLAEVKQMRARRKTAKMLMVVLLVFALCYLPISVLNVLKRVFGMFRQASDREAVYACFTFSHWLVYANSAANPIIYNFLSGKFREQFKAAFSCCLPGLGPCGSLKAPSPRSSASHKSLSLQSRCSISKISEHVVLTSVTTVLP
STK33 kinase inh: inhibitors of human STK33 kinase | Q9BYT3 | purified STK33, MBP phosphorylation, ADP-Glo luminescence | inhibition, % at 10 µM | 0.073% of 320,000 active | AID 2661;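 active = inhibition at or above 25%, using the most active replicate where run in duplicate; inactive = inhibition below 25%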
Target sequence (Q9BYT3 whole entry, looked up): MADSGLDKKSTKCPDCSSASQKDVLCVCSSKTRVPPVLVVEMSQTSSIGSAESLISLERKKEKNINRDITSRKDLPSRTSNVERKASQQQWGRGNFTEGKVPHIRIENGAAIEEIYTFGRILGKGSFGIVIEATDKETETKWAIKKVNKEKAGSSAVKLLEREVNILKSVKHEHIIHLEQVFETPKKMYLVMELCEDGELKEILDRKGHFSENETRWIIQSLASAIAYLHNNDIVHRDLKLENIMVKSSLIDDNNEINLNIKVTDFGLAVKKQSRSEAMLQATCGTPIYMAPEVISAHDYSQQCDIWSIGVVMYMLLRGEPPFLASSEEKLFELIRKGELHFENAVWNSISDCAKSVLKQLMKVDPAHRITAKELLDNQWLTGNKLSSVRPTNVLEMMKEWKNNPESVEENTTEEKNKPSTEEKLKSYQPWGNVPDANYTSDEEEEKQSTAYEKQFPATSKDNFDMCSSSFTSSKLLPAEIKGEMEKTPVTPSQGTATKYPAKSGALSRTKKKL
OX1R antag-2: blocks the human orexin 1 receptor; inhibition, % at 6.6 µM; 1.8% of 330,000 active; OX1R-expressing cells, FRET antagonist read-out; O43613; AID 485270; in the data active = inhibition mostly above about 38%, no sharp cut-off; inactive = mostly below about 40%;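 note: 0% = agonist challenge alone and 100% = reference antagonist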
Numbers without * were called inactive; nt = not tested or not shown.

SMILES	OX1R antag-1	STK33 kinase inh	OX1R antag-2
Cc1c(CN2CCC(Oc3ccc(C(=O)N4CCCCC4)cc3)CC2)cnn1C	-10.6	0.5	2.2
O=C(NCCOC(=O)c1ccc(Cl)c(S(=O)(=O)N2CCCCC2)c1)c1ccncc1	-15.0	-1.2	16.4
N#CCCn1cc(C(=O)NCc2ccccc2)c(-c2cccs2)n1	-2.0	-2.7	3.2
O=C(/C=C/c1ccc(Cl)cc1Cl)N(Cc1ccccc1)C1CCS(=O)(=O)C1 (configuration not stated)	-19.2	-4.4	9.5
O=C(O)C1CCN(C(=O)c2ccccc2Cl)CC1	-15.2	1.2	11.1
COc1ccccc1N1CCN(C(=O)CSc2nnc(NC(=O)C3CC3)s2)CC1	-31.4	-0.5	6.5
CC1CCN(S(=O)(=O)c2ccc3nc(N4CCN(c5ccccc5)CC4)ccc3c2)CC1	4.8	-2.2	13.1
CN(C)/C=N/N(C)c1ncccc1[N+](=O)[O-]	-14.6	-2.5	14.3
COC(=O)CNC(=O)c1cccc(-c2ccc(OC)cc2)c1	-19.2	-1.3	3.9
COc1ccc(C)cc1NC(=O)CCN1CCCC1	1.5	-3.3	26.1
CCOC(=O)c1sc(NC(=O)CN2C(=O)NC3(CC(C)CC(C)(C)C3)C2=O)cc1C (configuration not stated)	-12.1	nt	23.6
O=C(c1cc(-c2ccc(Cl)cc2Cl)on1)N1CCN(C(=O)c2ccco2)CC1	-18.7	-1.7	6.7
Cc1cc(C)n(-c2ccc(C(=O)NCc3ccc(F)cc3)cc2)n1	-19.2	-0.3	28.0
C=CCOc1ccc(C2c3c(oc4ccccc4c3=O)C(=O)N2CCCN2CCOCC2)cc1 (configuration not stated)	-22.3	0.3	9.1
O=C1C=C(c2cccc(CO)c2)C[C@@H](c2ccc(F)cc2)C1	-1.8	-0.8	15.5
COc1ccc(C(=O)Nc2ccc(S(=O)(=O)NC(C)(C)C)cc2)cc1[N+](=O)[O-]	-12.9	-1.2	6.6
Cc1cc(C)n(-c2n[nH]c(=O)c3ccccc23)n1	-1.5	-2.7	10.0
CCOc1cccc(/C=C(\C#N)C(=O)NC2CC2)c1	-22.6	-1.0	8.3
Cc1cc(C)c(C)c(S(=O)(=O)N2CCN(c3ncnc4sc(C)c(C)c34)CC2)c1C	-17.2	-0.6	12.5
CCOC(=O)C1=C(CSc2nc3c(cc2C#N)CN(C)CC3)OC(N)=C(C#N)C1c1ccncc1 (configuration not stated)	-2.2	0.9	11.6
CCCc1nc2c([nH]1)c(=O)n(C)c(=O)n2C	-16.6	0.4	15.2
Cn1cccc1/C=C(\C#N)C(N)=S	-9.8	6.3	12.1
CCCCC1=C(C(=O)OCC)C(C(=O)OCC)Oc2ccccc21 (configuration not stated)	-31.3	nt	14.2
O=C(NCCCO)C(=O)Nc1cc2c3c(c1)CCC(=O)N3CCC2	-12.9	-0.5	-1.4
CCC(C)[C@H](NC(=O)NC1CCCc2ccccc21)C(=O)O (some centres not stated)	-11.5	0.8	12.5
COC(=O)CNC(c1ccccc1)c1cc(Br)ccc1NC(C)=O (configuration not stated)	-38.5	0.0	14.5
COc1cccc(OC)c1C(=O)Nc1ccc(CN2CCOCC2)cc1	-11.7	-0.9	13.8
CCn1c(SCC(=O)NC2CCCC2)nnc1-c1ccccn1	-10.7	0.0	12.5
O=C1Nc2ccc3sc4ccccc4c3c2C1=O	0.2	1.4	64.9*
CC(C)CCNC(=O)C1C2C=CC3(CN(Cc4ccccc4Cl)C(=O)C13)O2 (configuration not stated)	-6.5	-0.2	17.6
COC(=O)C1=C(Nc2ccc(C)cc2)C=C(C)C(C(=O)OC)C1c1ccc(OC)cc1 (configuration not stated)	-24.6	-0.8	23.3
COc1ccc(-n2c(SCC(=O)O)nc3sc4c(c3c2=O)CCCC4)cc1	-14.9	-0.7	8.6
CCN1C(=O)C(O)(CC(=O)C(C)(C)C)c2cc(Br)ccc21 (configuration not stated)	-1.9	-0.4	4.5
COc1ccc(C(=O)NNC(=O)C(NC(=O)c2ccccc2NC(=O)c2ccco2)C(C)C)cc1 (configuration not stated)	-18.9	-0.6	14.8
O=C(O)/C=C/c1ccc(Oc2ncccn2)cc1	-11.5	-0.8	9.1
Cc1ccc(NN=C2c3ccccc3-c3ccccc32)cc1	-16.6	-0.9	10.6
c1ccc(CSc2nnc([C@@H]3CCCN3)o2)cc1	3.1	-1.6	3.6
COc1cccc(N=Nc2c(=O)[nH]n3c(=O)cc(C)[nH]c23)c1	-1.6	0.0	107.0*
CCCCNC(=O)CN1C(=O)NC(CCc2ccccc2)C1=O (configuration not stated)	-17.5	0.3	14.9
Nc1nc2c(nc(Br)n2[C@@H]2O[C@@H]3COP(=O)(O)O[C@H]3[C@H]2O)c(=O)[nH]1	-11.7	-0.2	15.1
CCCC1(C(=O)OCC)NC(c2ccco2)C2C(=O)N(C)C(=O)C21 (configuration not stated)	-7.3	-0.2	11.8
Cc1ccc(C(=O)Nc2nnc(-c3ccncc3)s2)o1	-9.1	-0.9	8.9
CCN1CCN(CCNC(=O)C2CCN(Cc3nc(-c4ccc(Cl)cc4)oc3C)CC2)CC1	-19.1	-1.6	16.2
CC(=O)n1cc(C(C[N+](=O)[O-])SCCN)c2ccccc21 (configuration not stated)	-21.4	10.2	27.4
Cc1ccc(S(=O)(=O)CC(=O)N2CCOCC2)cc1	-13.5	-0.7	11.0
O=C(COC(=O)CCC(=O)c1ccc(F)cc1)Nc1cccc(S(=O)(=O)N2CCCC2)c1	-4.1	-1.4	9.4
COC(=O)c1ccc(CNC(=O)CN(CCC(C)C)S(=O)(=O)c2ccc3c(c2)OCCO3)cc1	-29.3	-2.0	16.4
Cc1cccc(-n2cc[nH]c2=S)c1C	-20.2	-0.4	6.4
CC(C)(C)NC(=O)NC(=O)COC(=O)c1cc[n+]([O-])cc1	-13.0	-1.2	10.9
Cc1ccc(-n2nc(C)c(=O)c(-c3ccccc3)c2NC(=O)c2cccs2)cc1	-37.7	-1.5	7.0
COc1cc2c(cc1OC)C(c1cccc(C)c1)CC(=O)N2 (configuration not stated)	-21.9	1.2	12.7
COc1cccc(N2C(=O)C(O)=C(C(C)=O)C2c2ccc(OC)c(OC)c2)c1 (configuration not stated)	-10.5	-2.5	4.0
O=c1oc(-c2ccccc2NS(=O)(=O)c2ccccc2)nc2ccccc12	-7.4	-1.3	29.6
Cc1cccc(C)c1OCC(O)CNC(C)c1ccccc1 (configuration not stated)	-7.2	-0.1	8.6
Cc1ccc(S(=O)(=O)N2CCN(CCc3ccncc3)CC2)cc1	-13.7	-1.1	7.4
Cc1ccccc1OCCCC(=O)Nc1ccc2c(c1)OCO2	8.2	1.3	-1.0
O=C(NCCCN1CCOCC1)c1ccccc1NS(=O)(=O)c1ccc(F)cc1	-13.5	-1.2	18.5
CCN1CCN(C(=O)C(C)Nc2cc(Cl)c(OC)cc2OC)CC1 (configuration not stated)	-6.8	-1.3	11.9
O=C(O)c1cccnc1SC1CC(=O)N(c2cccc3ccccc23)C1=O (configuration not stated)	-7.2	nt	13.8
COc1ccc(-c2nc3n(n2)C(c2ccccc2)C2=C(CCCC2=O)N3)cc1OC (configuration not stated)	-7.4	0.6	7.0

The list continues.
SMILES	OX1R antag-1	STK33 kinase inh	OX1R antag-2
Fc1ccccc1NC(=S)N(CCCN1CCOCC1)Cc1cccnc1	-20.9	-2.0	2.8
CCOc1ccc(S(=O)(=O)NCCN2CCOCC2)c2ccccc12	-20.8	-1.2	5.9
Cc1nc2c(-c3ccc(F)cc3)c(C)nn2c(C)c1CCC(=O)N1CCN(c2ccccn2)CC1	-21.0	-1.5	10.4
O=C(CCCc1ccccc1)Nc1nnc(C(F)(F)F)s1	-14.3	-1.7	28.4
CCCOc1ccc(N2CC(C(=O)Nc3ccccc3C(=O)NC)CC2=O)cc1 (configuration not stated)	-12.0	-1.4	0.5
CCOC(=O)N1CCN(C(=O)C(c2ccccc2)c2ccccc2)CC1	-12.6	1.5	27.4
CSCCC1NC(=O)N(CC(=O)Nc2ccc(Br)cc2Br)C1=O (configuration not stated)	-16.5	0.7	10.0
CCOC(=O)C1CCN(c2c(NCc3ccc(C(=O)NC4CCCC4)cc3)c(=O)c2=O)CC1	5.3	nt	15.7
O=C(Nc1sc2c(c1-c1nc3ccccc3[nH]1)CCCC2)C1CC1	-7.0	0.5	46.5*
CC(C)OC(=O)c1cccc(NC(=O)CSc2nnc(N)s2)c1	-18.4	-0.9	4.2
COc1cccc(CNC(=O)COc2cccc(-n3cnnn3)c2)c1	-8.5	-1.5	17.9
O=S(=O)(NCCN1CCCC1)c1ccc(C(F)(F)F)cc1	-11.1	-2.7	-3.3
CN(C)S(=O)(=O)c1ccc(N2C(=O)CC2(/C=C/c2ccccc2)C(=O)NC2CCCC2)cc1 (configuration not stated)	-11.3	-0.3	1.2
O=C(Nc1ccccc1)C1CC(=O)n2ncnc2N1 (configuration not stated)	-12.0	-1.5	9.8
Cc1ccc(C(=O)O)cc1-n1c(=O)n(Cc2ccccc2)c(=O)c2[nH]cnc21	4.2	0.4	-6.3
COc1ccccc1NC(=O)c1cc2ccccc2o1	-26.1	-0.4	30.8
CC1=NN(C(=O)CCc2ccc3c(c2)OCO3)C(O)(C(F)(F)F)C1 (configuration not stated)	-8.3	-0.6	11.6
S=C(Nc1ccc(Cl)cc1)NC1CC2CCCC(C1)N2C1CCCC1 (configuration not stated)	-10.8	-0.7	-3.2
Cc1ccccc1NC(=O)c1ccc(-c2ccc(Cl)cc2Cl)o1	-40.0	-1.6	30.6
O=C(/C=C/c1cccc(F)c1)N1CCN(c2ccccn2)CC1	-16.8	0.0	10.2
O=C(CSc1nnc2c3ccccc3c3ccccc3c2n1)Nc1ccccc1	-36.4	-1.1	17.6
Nc1nc(SCc2nnc(SCC(=O)O)n2-c2ccccc2)nc2sc3c(c12)CCCC3	-3.5	-0.3	9.5
COC(=O)C(C)(C)ONC(=O)Nc1ccccc1	-3.8	-1.0	-0.1
Cc1ccc(S(=O)(=O)Nc2ncc(C(F)(F)F)cc2Cl)cc1	-5.5	-2.0	14.8
COc1ccccc1CNC(=O)c1cn(C)c(=O)c2cc(OC)c(OC)cc12	-20.8	0.0	27.1
Brc1ccccc1-c1nnc2sc(Cc3ccccc3)nn12	-11.3	-0.6	-0.5
N/C(=N\OC(=O)COc1cc(Cl)c(Cl)cc1Cl)c1ccccn1	-19.8	-1.5	14.6
O=C1CC(c2ccsc2)Sc2ccccc2N1 (configuration not stated)	-10.2	0.2	4.7
COC(=O)C(C(=O)OC)C(CC(=O)c1ccc(C)cc1)c1cc(OC)c(OC)c(OC)c1 (configuration not stated)	-25.8	-0.9	10.4
CCOc1ccc(-c2noc(=O)[nH]2)cc1	-12.0	0.2	21.6
COc1ccc(NC(=O)c2c(-c3c(Cl)cccc3Cl)noc2C)c(OC)c1	-17.5	-1.0	14.9
CC(NC(=O)OCc1ccccc1)C(=O)NCC1CCCO1 (configuration not stated)	-0.5	-2.0	12.6
COc1cc(OC)c(N2CC(C(=O)NCCC3=CCCCC3)CC2=O)cc1Cl (configuration not stated)	-13.2	-1.3	3.7
COc1cc(/C=C2/C(=O)N(c3ccc([N+](=O)[O-])cc3)N=C2N2CCOCC2)ccc1O	-17.1	0.7	23.7
C/C(=N\NC(=O)c1ccc(NS(=O)(=O)c2cccs2)cc1)c1ccc2c(c1)OCO2	-14.7	-0.6	17.6
COc1ccccc1OCC(=O)NNC(=O)Nc1ccccc1	4.8	0.1	-3.0
CC(=O)Nc1ccc(NC(=O)CSc2ccc([N+](=O)[O-])cn2)cc1	-1.6	-1.3	23.5
CC(=O)N1CCc2cc(Br)cc(S(=O)(=O)N3CCN(c4ccccn4)CC3)c21	-11.4	-1.4	15.7

Among those listed so far, these contain fluorine:
SMILES	OX1R antag-1	STK33 kinase inh	OX1R antag-2
Cc1cc(C)n(-c2ccc(C(=O)NCc3ccc(F)cc3)cc2)n1	-19.2	-0.3	28.0
O=C1C=C(c2cccc(CO)c2)C[C@@H](c2ccc(F)cc2)C1	-1.8	-0.8	15.5
O=C(COC(=O)CCC(=O)c1ccc(F)cc1)Nc1cccc(S(=O)(=O)N2CCCC2)c1	-4.1	-1.4	9.4
O=C(NCCCN1CCOCC1)c1ccccc1NS(=O)(=O)c1ccc(F)cc1	-13.5	-1.2	18.5
Fc1ccccc1NC(=S)N(CCCN1CCOCC1)Cc1cccnc1	-20.9	-2.0	2.8
Cc1nc2c(-c3ccc(F)cc3)c(C)nn2c(C)c1CCC(=O)N1CCN(c2ccccn2)CC1	-21.0	-1.5	10.4
O=C(CCCc1ccccc1)Nc1nnc(C(F)(F)F)s1	-14.3	-1.7	28.4
O=S(=O)(NCCN1CCCC1)c1ccc(C(F)(F)F)cc1	-11.1	-2.7	-3.3
CC1=NN(C(=O)CCc2ccc3c(c2)OCO3)C(O)(C(F)(F)F)C1 (configuration not stated)	-8.3	-0.6	11.6
O=C(/C=C/c1cccc(F)c1)N1CCN(c2ccccn2)CC1	-16.8	0.0	10.2
Cc1ccc(S(=O)(=O)Nc2ncc(C(F)(F)F)cc2Cl)cc1	-5.5	-2.0	14.8
